# Bioassay records from PubChem.
# TrxR1 inh: inhibitors of rat thioredoxin reductase 1; 1% of 390,000 active; recombinant rTrxR1, NADPH fluorescence consumption, selenite substrate; AID 588453; O89049; Potency, µM (titrated, usually from 114 µM), inactives show top-dose activity change, negative = inhibition, hits mostly inhibitors; further: potency means the concentration at half of the fitted maximal effect; on the % scale 0 is the no-effect control and ±100 the full control effect; nearly all actives have a fitted effect of over 65% in size
# Target sequence (O89049 whole entry, looked up): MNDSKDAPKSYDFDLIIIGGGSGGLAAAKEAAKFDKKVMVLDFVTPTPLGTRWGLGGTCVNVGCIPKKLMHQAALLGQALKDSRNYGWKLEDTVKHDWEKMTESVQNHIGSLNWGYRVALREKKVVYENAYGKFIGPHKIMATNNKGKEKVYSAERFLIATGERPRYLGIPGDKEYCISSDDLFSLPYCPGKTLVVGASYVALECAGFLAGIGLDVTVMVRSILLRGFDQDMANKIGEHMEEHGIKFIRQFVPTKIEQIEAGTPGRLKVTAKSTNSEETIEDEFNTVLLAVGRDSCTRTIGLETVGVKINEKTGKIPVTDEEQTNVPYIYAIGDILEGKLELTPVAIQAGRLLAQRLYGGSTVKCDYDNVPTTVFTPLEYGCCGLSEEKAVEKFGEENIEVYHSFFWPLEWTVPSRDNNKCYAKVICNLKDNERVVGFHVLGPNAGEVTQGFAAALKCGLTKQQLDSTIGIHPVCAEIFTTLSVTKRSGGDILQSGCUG
#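 Rat TrxR1 (90 nM in the dispensed reagent) was pre-reduced with 400 uM NADPH for 5 min at room temperature, then incubated with compound for 15 min. After 400 uM selenite was added, NADPH fluorescence (Ex 340/Em 450 nm) was followed for 8 min.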
# IDH1 R132H inh: inhibitors of human mutant IDH1 R132H | 0.093% of 390,000 active | Potency, µM (series often up to 76.6 µM), for the others: at the top dose activity change, negative = inhibition, most hits filed as inhibitors | AID 602179 | O75874 | IDH1-R132H enzyme, NADPH consumption, diaphorase/resazurin fluorescence; further: potency means the concentration at half of the fitted maximal effect; on the % scale 0 is the no-effect control and ±100 the full control effect; nearly all actives have a fitted effect of over 65% in size
#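 IDH1-R132H (0.5 ug/mL dispensed) in pH 7.5 Tris buffer was preincubated 30 min with compound, then given a substrate mix of 0.016 mM NADPH and 2 mM alpha-KG for 80 min at room temperature; remaining NADPH was read by diaphorase/resazurin fluorescence.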
# PGK inhibitor: blocks T. brucei phosphoglycerate kinase; PGK/GAPDH coupled, Kinase-Glo luminescence, 60 min; Potency, µM (doses to about 57.5 µM), without a hit: at the top dose activity change, negative = inhibition, usual class: inhibitors; 0.043% of 380,000 active; further: potency means the concentration at half of the fitted maximal effect; on the % scale 0 is the no-effect control and ±100 the full control effect; nearly all actives have a fitted effect of over 60% in size
# Target sequence (P07378 whole entry, looked up): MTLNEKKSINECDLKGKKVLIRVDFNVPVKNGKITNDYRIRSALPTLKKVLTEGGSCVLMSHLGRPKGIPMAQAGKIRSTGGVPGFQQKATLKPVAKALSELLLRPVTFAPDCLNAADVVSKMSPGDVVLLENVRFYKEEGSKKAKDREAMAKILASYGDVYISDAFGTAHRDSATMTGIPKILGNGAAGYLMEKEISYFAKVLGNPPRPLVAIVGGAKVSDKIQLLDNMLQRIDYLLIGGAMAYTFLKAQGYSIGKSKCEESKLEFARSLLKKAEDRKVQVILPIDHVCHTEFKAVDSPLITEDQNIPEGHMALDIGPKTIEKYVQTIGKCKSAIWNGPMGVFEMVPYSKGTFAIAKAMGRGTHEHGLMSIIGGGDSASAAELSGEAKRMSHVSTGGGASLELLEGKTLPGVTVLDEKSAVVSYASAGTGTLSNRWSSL
#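 Luminescent ATP detection (Kinase-Glo Plus) follows a 60-minute room-temperature incubation, with wells lacking PGK as controls. Buffer: 100 mM TEA (pH 7.6), 5 mM MgCl2, 0.01% Tween-20. Coupling enzyme GAPDH (100 nM final) supplies unstable 1,3-BPG in-well.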
# PI4K2A block: inhibitors of human PI4K2A. Q9BTU6. purified PI4K2A, ADP-Glo luminescence, 1 h; stronger effect = lower value. activity change, negative = inhibition, % at 76.9 µM. 0.13% of 420,000 active; in the data active means activity change below about -50%; inconclusive means mostly about -30% to -49%;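 further: -100% = wells without enzyme as full effect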
#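 PI4K2A activity was measured by ADP-Glo luminescence: enzyme (4 ug/mL stock) and phosphatidylinositol (1.2 mM stock) in Tris pH 7.5/MgCl2/EGTA/Triton X-100 buffer were reacted with ATP (300 microM stock) for one hour at ambient temperature.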
# USP1-UAF1 inh: inhibitors of human USP1/UAF1 deubiquitinase; Potency, µM (titrated, usually from 57.1 µM), inactives show at the top dose activity change, negative = inhibition, hits mostly inhibitors; 0.23% of 390,000 active; O94782; recombinant USP1/UAF1, Ub-Rhodamine cleavage fluorescence; further: potency means the concentration at half of the fitted maximal effect; on the % scale 0 is the no-effect control and ±100 the full control effect; nearly all actives have a fitted effect of over 60% in size; inactives centre near -12
#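 USP1/UAF1 complex (1 nM) preincubated 15 min at room temperature with compound, then Ub-Rho substrate (150 nM final) added. Kinetic fluorescence at 480/540 nm over 6 reads at 60 s intervals; 50 mM HEPES pH 7.8, 0.5 mM EDTA, 0.1 mg/ml BSA, 1 mM TCEP, 0.01% Tween-20.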
# HP1b binding inh: HP1-beta chromodomain-methylated histone interaction inhibition | AlphaScreen HP1-beta / biotin-H3K9me3 peptide binding | Potency, µM (series often up to 114 µM), for inactives: at the top dose activity change, negative = inhibition, hits mostly inhibitors | 0.56% of 390,000 active; further: potency means the concentration at half of the fitted maximal effect; nearly all actives have a fitted effect of over 70% in size; inactives centre near 23
#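 Compound inhibition of the preformed complex between 50 nM HP1-beta and 50 nM biotinylated H3K9me3 peptide was read by AlphaScreen. Buffer was PBS pH 7.4 with 0.01% Tween-20. Incubations ran 30 min at room temperature, with 10 ug/mL donor/acceptor beads.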
# TrxR1 substrate: substrates of rat thioredoxin reductase 1. Potency, µM (doses to about 114 µM), for inactives: at the top dose activity change, negative = substrate turnover. purified TrxR1 substrate turnover, NADPH consumption readout. 0.01% of 390,000 active. O89049; further: potency means the concentration at half of the fitted maximal effect; on the % scale 0 is the no-effect control and ±100 the full control effect; nearly all actives have a fitted effect of over 50% in size
#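 Rat TrxR1, dispensed at 90 nM, was prereduced with 400 uM NADPH (final) for 5 min at ~22 deg C, then incubated with compound 15 min before 400 uM selenite. A first-read NADPH fluorescence drop versus no-compound background flagged substrates.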
# GLS inh: inhibitors of human glutaminase (GLS); O94925; Potency, µM (series often up to 45.5 µM), for the others: at the highest dose activity change, negative = inhibition, usual class: inhibitors; GLS enzymatic activity, qHTS titration; 0.21% of 410,000 active; further: potency means the concentration at half of the fitted maximal effect; on the % scale 0 is the no-effect control and ±100 the full control effect
#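 Assay buffer: 45 mM KH2PO4 pH 8.2, 0.02% Tween-20. hKGA acts on L-glutamine (1 mM solution added); product glutamate is reported by an oxidase/peroxidase Amplex Red coupling, with fluorescence taken at baseline and 30 min.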
# Pin1 inhibitor: blocks the human prolyl isomerase Pin1; Pin1 FP peptide displacement, HiFluor488, 10 min; 0.009% of 390,000 active; Potency, µM (series often up to 115 µM), inactives show top-dose activity, negative = inhibition, most hits filed as inhibitors; Q13526; active means well fitted inhibition curve with a large enough effect in the polarisation, with a control signal flat, not every such curve was filed as active; inconclusive means small, poorly fitted or top-dose-only effect, or effect the other way, or a change in a side signal; inactive means no such curve, though single readings can be large or run the other way; the % refers to the polarisation; further: potency means the concentration at half of the fitted maximal effect; on the % scale 0 is the no-effect control and ±100 the full control effect
# Target sequence (Q13526 whole entry, looked up): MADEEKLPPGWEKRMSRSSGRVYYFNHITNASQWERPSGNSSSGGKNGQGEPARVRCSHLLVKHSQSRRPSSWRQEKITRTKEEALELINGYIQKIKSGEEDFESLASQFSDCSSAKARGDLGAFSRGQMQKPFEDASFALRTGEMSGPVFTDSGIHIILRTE
# Numbers without * were called inactive; i = inactive; ? = inconclusive; . = not tested or not shown; [ ] = dose if it differs, or a comment. Unless noted, the call rests on the fitted dose curve; in most records, active means well fitted curve in the direction sought with a large enough effect; inconclusive means small, poorly fitted or top-dose-only effect, or another doubt; inactive means no such curve, though single readings can be large; an effect the other way counts as inactive or inconclusive. Not all compounds are listed; rates above refer to the full screens.
SMILES,TrxR1 inh,IDH1 R132H inh,PGK inhibitor,PI4K2A block,USP1-UAF1 inh,HP1b binding inh,TrxR1 substrate,GLS inh,Pin1 inhibitor
O=C(CNC(=O)c1ccccc1Br)N/N=C/c1ccccc1O,20.5%[57.1 µM],5.0%,-8.6%,-8.5,-4.3%,30.7%,5.5%,-5.3%,2.1%
CON(C)C(=O)CC1(CN(Cc2ccccc2)C(=O)OC(C)(C)C)CCCCC1,-0.9%,-11.3%,-3.2%,-2.7,-25.5%,60.4%[activator],-3.3%,4.9%,0.4%
Cc1cccc(NC(=O)c2ccc(NS(=O)(=O)c3c(C)noc3C)cc2)c1,-5.2%,8.8%,-1.3%,9.7,-12.6%,34.9%,-7.9%,2.1%,-3.6%
O=C(CCCc1c[nH]c2ccccc12)N[C@@H](Cc1c[nH]c2ccccc12)C(=O)O,8.9%,-9.0%,1.0%,-6.7,-11.4%,13.6%,-3.0%,24.9%,-7.9%
CC(C)N(C(=S)NCc1ccccc1)c1ccccc1,14.4%[57.1 µM],3.5%,-11.5%,25.2,-20.4%,59.5%[activator],-4.8%,0.0%,3.0%
Oc1[nH]c2ccccc2c1N=Nc1ccccc1F,-17.3%,-0.6%,i,-4.0,279.0%[activator],25.7%,-15.4%,4.7%,?
CCO[C@H]1OC(C(=O)NCc2nc3ccccc3[nH]2)=C[C@@H](c2csc3ccccc23)[C@@H]1CCCO,6.8%,-11.7%,2.4%,-7.5,-19.9%,13.8%,-1.9%,5.7%,10.6%
CCCN1C(=O)C2(c3ccccc31)c1c(oc3ccccc3c1=O)C(=O)N2CCCOC(C)C (centres undefined),-2.1%,-7.4%,6.8%,1.9,-9.8%,24.6%,-9.8%,2.0%,-13.3%
O=[N+]([O-])c1cc(Cl)ccc1Sc1cccc2cccnc12,12.4%,30.7%[activator],-7.8%[11.5 µM],-0.7,-28.9%,6.0%,-0.4%,-15.0%,3.1%
Cc1cc(C2=NNC(=NCCc3ccccc3)SC2)c(C)n1-c1c(C)n(C)n(-c2ccccc2)c1=O,-7.3%,4.3%,-8.6%,-6.0,-17.9%,-6.6%,15.2%[0.0914 µM],0.0%,17.3%
Cc1cccc(N(C(=O)CNC(=O)c2ccco2)C(C(=O)NC2CCCC2)c2ccncc2)c1C (centres undefined),16.1%[57.1 µM],8.4%,-5.3%,7.8,-11.4%,21.1%,0.8%[57.1 µM],5.4%,-7.0%
CCCc1nc2oc(C(=O)c3ccccc3)c(N)c2c2c1COC(C)(C)C2,3.7%,-3.1%,9.0%,-3.8,2.5%,34.6%,5.3%,14.5%,-2.0%
C=CCOc1ccccc1CN1CCC(Oc2cc(C(=O)NC3CC3)ccc2OC)CC1,4.2%,-0.8%,5.2%,-4.0,-2.9%,11.5%,-2.4%,5.1%,3.5%
COc1ccc(C(C)=O)cc1Cn1cnc2c(cnn2C)c1=O,23.7%,-7.9%,-1.9%,-0.4,-18.2%,-4.3%,6.2%,48.1%[activator],-9.6%
O=C(Oc1nsnc1N1CCOCC1)N(c1ccccc1)c1ccccc1,3.0%,6.6%,2.2%,-1.2,-25.1%,35.3%,0.4%,-0.4%,0.0%
CCOC(=O)Nc1ccc2c(c1)N(C(=O)CN(CC)CC)c1ccccc1C=C2,-5.5%,-1.3%,7.4%,-0.7,-4.0%,21.3%,6.1%,-7.3%,-4.0%
COc1ccc(-c2cc(C(=O)N3CCN(c4ccccc4)CC3)c3ccccc3n2)cc1,10.7%[57.1 µM],7.1%,-0.5%,2.1,-19.4%,5.6%,-0.1%[57.1 µM],-3.6%,7.9%
Cc1ccc(NC(=O)COc2ncnc3cc([N+](=O)[O-])ccc23)cc1S(=O)(=O)N1CCOCC1,7.9%,-1.1%,-7.0%,-6.1,-19.8%,0.7%,-0.4%,1.5%,-3.5%
O=C(CN1C(=O)c2ccccc2C1=O)OCC(=O)N1CCCCC1,12.5%[57.1 µM],3.9%,-1.1%,2.3,-0.9%,13.3%,5.9%[57.1 µM],-6.1%,-4.3%
CCc1cc(=O)oc2cc(C)c3c(-c4ccc(F)cc4)coc3c12,-12.3%,-4.8%,i,2.0,-22.1%,6.6%,10.3%,5.9%,-9.2%
C[C@@H]1CN([C@@H](C)CO)C(=O)c2cc(Br)cnc2O[C@H]1CN(C)C(=O)Cc1cccnc1,.,-4.2%,2.7%,-0.6,-25.2%,.,.,1.0%,.
COCCn1c(SCC(=O)Nc2ccccc2OC)nc2c([nH]c3ccccc32)c1=O,18.8%,5.3%,-2.4%,4.8,-21.0%,19.6%,3.8%,-7.0%,5.0%
Cc1cccc(NC(=O)CCn2cnnn2)c1C,12.2%,-1.1%,-4.6%,-0.7,-9.8%,11.7%,10.0%[11.4 µM],-10.1%,-0.7%
CCOC(=O)N1CCN(C(=O)c2cc(S(=O)(=O)N3CCCC3)cn2C)CC1,6.7%,-1.7%,-6.8%,3.8,-19.8%,5.7%,2.4%,-22.7%,-4.6%
Cc1nc2ccc(NS(=O)(=O)c3ccc(F)c(F)c3)cc2s1,13.2%,-1.1%,-2.7%,0.8,-3.9%,45.4%[activator],-1.9%,10.8%,55.8%[activator]
SMILES,TrxR1 inh,IDH1 R132H inh,PGK inhibitor,PI4K2A block,USP1-UAF1 inh,HP1b binding inh,TrxR1 substrate,GLS inh,Pin1 inhibitor
Cc1ccc2c(c1)C(c1ccccc1)N(C(=O)c1ccc(Br)cc1)CC(=O)N2 (centres undefined),-23.1%,-1.3%,-9.2%,-0.5,-17.5%,22.1%,-21.3%,-5.9%,-2.5%
COC(C[C@@H]1O[C@@H]1[C@H](O)COCc1ccccc1)OC,13.9%,0.0%,0.3%,-3.4,-19.9%,19.6%,3.3%,3.6%,1.9%
Cc1ccc(N2CCN(CCc3nc4cc(NC(=O)c5ccco5)ccc4n3C)CC2)cc1,-16.0%[57.1 µM],9.2%,5.6%,1.7,0.6%,-2.6%,-3.7%[57.1 µM],31.8%[activator],0.6%
Cc1ccc(C(=O)NCC(=O)OCc2cc(=O)n3nc(C4CCCCC4)sc3n2)cc1,13.4%[57.1 µM],3.3%,2.1%,-0.1,-14.3%,20.5%,1.1%[57.1 µM],2.2%,1.5%
O=C(CN1C(=O)NC2(CCCC2)C1=O)N1CCN(S(=O)(=O)c2cccc(C(F)(F)F)c2)CC1,-10.2%,-0.8%,0.2%,-2.2,-5.3%,22.7%,-11.2%,13.5%,-1.8%
CCC(NC(=O)c1[nH]c(C)c(C(C)=O)c1C)c1ccc(Br)cc1 (centres undefined),0.9%,5.7%,5.1%,-16.0,-6.5%,-4.9%,-3.8%,4.3%,10.6%
O=C(c1cc(-c2cccnc2)nc2ccc(Br)cc12)N1CCN(c2ncccn2)CC1,3.2%[57.1 µM],-1.0%,1.2%,7.2,-0.1%,41.7%[activator],-18.8%,4.3%,5.7%
C=CCN=C1CC(C)(C)CC(=O)/C1=C(\O)c1ccccc1,-2.6%,-4.0%,-0.3%,3.8,-7.9%,6.0%,-6.7%,1.9%,-9.9%
CCn1ccnc1CN(C)Cc1nc(CCC(C)C)no1,10.9%,0.0%,9.4%,1.0,-8.1%,10.0%,3.0%,-12.3%,-5.3%
CCOc1ccccc1NC1c2ccccc2C(=O)N1c1cccnc1 (centres undefined),-3.2%,5.4%,-6.8%,-4.4,2.4%,6.8%,-8.1%,19.9%,5.9%
Cc1ccc(OC(=O)c2ccc3snnc3c2)cc1,11.1%,2.6%,-8.3%[11.5 µM],-3.1,-0.4%,125.3%[activator],0.5%,-2.9%,-1.7%
Cc1cccc(NC(=O)c2ccc(S(=O)(=O)C(F)F)cc2)c1C,3.2%,-0.9%,i,-4.1,-0.1%,11.7%,-4.4%,-1.4%,4.0%
COc1ccc(N[C@@H]2CCN3C(=O)c4ccccc4[C@@H]3C[C@H]2O)cc1,4.6%,-10.2%,-11.2%,-0.2,-21.7%,-23.3%,0.5%,19.6%,-2.3%
CNc1nc(-c2ccccc2)cc(-c2ccccc2)n1,-50.3%,1.0%,1.6%,2.2,-24.5%,171.7%[activator],29.7%,-0.7%,-10.2%
CCNC(=O)c1c(C)oc2ncn(C)c(=O)c12,17.6%,-4.5%,i,-2.2,4.8%,51.0%[activator],-2.3%,-8.0%,-2.5%
O=[N+]([O-])c1ccc2[nH]c(O)c(N=NC3CS(=O)(=O)CC3O)c2c1 (centres undefined),-22.2%,0.0%,1.0%,2.6,-7.5%,26.3%,-19.8%,22.1%,5.9%
CCCCCNCc1cccc(Br)c1,18.1%,3.1%,-0.7%[11.5 µM],-0.7,-5.7%,34.7%,8.7%,-0.4%,-10.7%
O=C(NN=C1CCCC1)c1n[nH]c2c1CCC2,11.1%[57.1 µM],-5.2%,1.7%,1.5,-10.8%,20.1%,3.7%[57.1 µM],-21.3%,-1.1%
COc1ccc2[nH]cc(C(=O)C(=O)N3CCCCC3)c2c1,8.6%,3.0%,-1.8%,-4.9,-22.7%,59.4%[activator],0.1%,2.6%,-5.7%
COc1cc(-c2nnc(SCC(=O)O)n2-c2ccccc2)cc(OC)c1OC,20.9%,-2.1%,-8.4%,-3.2,-9.1%,30.6%,0.5%,8.2%,-4.6%
